# XiGFP reactiv = activators of inactive X chromosome reactivation, primary screen, imaging, XiGFP fibroblasts, GFP high-content imaging, set 2; XiGFP mouse fibroblasts, % GFP-positive cells imaging, 3 d; cells co-treated with 5-aza-dC sensitizer; scaled so ellipticine positive control = 100%; activation, % at 7.58 µM; 360,000 compounds, 0.055% hits;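 active = mean normalized replicate activation at least 10% and every replicate at or above 10%; inconclusive = only one of the two criteria met; inactive = mean below 10% and not all replicates reach 10%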;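 also: 0% = median of on-plate neutral control wells and 100% = ellipticine 6 µM median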
#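 Assay system – SV40-immortalized XiGFP fibroblast cells, line 68-5-11 · Buffer or medium – DMEM supplemented with 5-aza-dC as sensitizing agent · Dosing – one concentration, pinned · Benchmarks – positive control ellipticine, 6 µM final · Times – 3 days compound exposure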
# S100A4 MyoIIA = inhibitors of S100A4-myosin IIA peptide binding, primary screen, biochemical, fluorescence polarization, TAMRA-MyoIIA peptide; 360,000 compounds, 0.14% hits; inhibition, % at 10.7 µM; AID 652163, 2013;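 active = mean inhibition of at least 70% across replicates, with every replicate also reaching that level; inconclusive = mean inhibition reaches 70% but some replicates fall short; inactive = mean inhibition below 70%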
# Target sequence (P26447 whole entry, looked up): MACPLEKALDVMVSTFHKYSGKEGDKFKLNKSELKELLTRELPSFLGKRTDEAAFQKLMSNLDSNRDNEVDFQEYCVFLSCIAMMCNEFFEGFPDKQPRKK
#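 incubation = readout 5 min after mixing, signal stable up to 60 min | system = S100A4 monomer protein | buffer or medium = HEPES pH 7.2 with CaCl2, KCl, NaCl, DTT, Triton | benchmarks = neutral control DMSO, positive control TFP | also added = fluorescent myosin IIA peptide, 5 nM | compound dosing = one concentration per compound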
# esBAF inh = Bmi1 luciferase reporter increase in mESCs, primary screen, esBAF inhibitor project, mouse ES cells, Bmi1 luciferase knock-in, single point. 24 h; 100% = twice the neutral-well signal. reporter increase, % at 12.5 µM. 350,000 compounds, 2% hits; in the data active = activation above about 40%; inconclusive = no clear call, values can overlap the other calls;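 also: 0% = median of the plate's neutral control wells and 100% = double that signal; a rise in the Bmi1 reporter signal indicates esBAF inhibition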
# ERp5 block = inhibitors of ERp5-driven insulin aggregation, primary screen, biochemical, turbidity, absorbance 650 nm, single point; Protein disulfide-isomerase A6 (Homo sapiens), Q15084; inhibition, % at 9.99 µM; 90 min; 350,000 compounds, 0.05% hits;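 active = mean replicate inhibition above about 25%, with every replicate also reaching it, limit read from the data, passing the limit was not always enough; inconclusive = only one of those two criteria met; inactive = neither criterion met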
# Target sequence (Q15084 whole entry, looked up): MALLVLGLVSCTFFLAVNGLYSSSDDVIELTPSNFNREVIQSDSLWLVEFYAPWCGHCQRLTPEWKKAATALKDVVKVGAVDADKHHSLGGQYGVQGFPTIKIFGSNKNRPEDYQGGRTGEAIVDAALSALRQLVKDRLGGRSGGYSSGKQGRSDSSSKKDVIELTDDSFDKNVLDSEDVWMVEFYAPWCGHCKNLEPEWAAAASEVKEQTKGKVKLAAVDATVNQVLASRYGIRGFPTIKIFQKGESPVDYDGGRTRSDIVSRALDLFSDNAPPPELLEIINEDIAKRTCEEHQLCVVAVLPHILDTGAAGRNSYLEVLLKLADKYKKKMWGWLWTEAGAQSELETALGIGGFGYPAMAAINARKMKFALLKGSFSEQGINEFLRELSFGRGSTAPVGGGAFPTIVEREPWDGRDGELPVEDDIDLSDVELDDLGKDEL
# ERAP1 HTS inh = human ERAP1 aminopeptidase inhibitors, primary screen, biochemical, single point, plate reader; inhibition, % at 10.7 µM; Endoplasmic reticulum aminopeptidase 1 (Homo sapiens), Q9NZ08; 340,000 compounds, 0.15% hits; recombinant ERAP1, Leu-AMC fluorescence, 60 min; AID 652197, 2013;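 active = mean replicate inhibition of at least 30%, or all replicates individually reaching that 30% level; inactive = mean below 30% and not every replicate reaching it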;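 also: 0% = neutral control wells and 100% = L-leucinethiol positive control wells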
# RAD52 anneal inh = RAD52 DNA annealing inhibitors, primary screen, biochemical, FRET, single point, set 2. AID 651710, 2012. inhibition, % at 18.7 µM. 360,000 compounds, 0.46% hits. recombinant RAD52 DNA annealing, FRET fluorescence. DNA repair protein RAD52 homolog (Homo sapiens), P43351;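 active = every replicate showing at least 50% inhibition; inconclusive = mean inhibition at least 50% but not in every replicate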
# Target sequence (P43351 whole entry, looked up): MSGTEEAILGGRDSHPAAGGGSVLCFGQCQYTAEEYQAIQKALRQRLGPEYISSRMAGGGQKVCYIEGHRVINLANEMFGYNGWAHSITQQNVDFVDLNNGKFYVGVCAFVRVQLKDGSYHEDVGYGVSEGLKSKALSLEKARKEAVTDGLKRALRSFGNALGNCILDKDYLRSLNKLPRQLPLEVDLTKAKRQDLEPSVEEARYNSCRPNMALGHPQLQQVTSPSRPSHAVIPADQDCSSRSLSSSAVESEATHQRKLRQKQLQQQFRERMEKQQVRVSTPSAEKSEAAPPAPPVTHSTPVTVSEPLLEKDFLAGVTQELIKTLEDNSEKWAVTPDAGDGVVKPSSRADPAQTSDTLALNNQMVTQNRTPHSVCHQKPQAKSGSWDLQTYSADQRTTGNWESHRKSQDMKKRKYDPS
# E-sel inducer = E-selectin induction in HUVECs, primary screen, imaging, HUVEC, immunofluorescence imaging, single point. P16581. normalized: neutral wells 0, TNF-alpha wells 100. activation, % at 7.58 µM. 260,000 compounds, 0.37% hits. AID 686992, 2013;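 active = mean E-selectin-positive cell signal at least 10% of the positive control, reached in at least 60% of replicates, without over 20% cell loss; inconclusive = no rule given, readout overlaps actives, possibly toxicity-flagged; inactive = the rest, including those meeting only one limit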;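 also: in these data hits start at about 27%; measured in HUVEC primary endothelial cells; signal is the percent of cells scored E-selectin positive by PE staining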
#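 System: HUVEC, human umbilical vein endothelial cells; quantity: 3,000 cells/well; buffer or medium: EGM-2 medium, gelatin-coated wells; dosing: single-point compound dose; detection: immunofluorescence imaging; evaluation: % PE-positive cells; benchmarks: TNF-alpha, DMSO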
# RAD54 branch = inhibitors of human RAD54 branch migration, primary screen, biochemical, fluorescence, single point; DNA repair and recombination protein RAD54-like (Homo sapiens), Q92698; RAD54 Holliday junction branch migration, FAM/BHQ fluorescence; inhibition, % at 10.4 µM; 360,000 compounds, 0.14% hits; AID 602329, 2012;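 active = mean normalized replicate activity at least 40 and at least half of replicates scoring 40 or more; inconclusive = only one of the two criteria met; inactive = mean below 40 and under half of replicates reaching 40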;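 also: 0% = median of neutral control wells and 100% = median of positive control wells; inhibitors cause a drop in the FAM fluorescence signal; in these data hits start at about 50%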
# The depositor's hits bear a star; ? = inconclusive; · = not tested or not shown.
SMILES,XiGFP reactiv,S100A4 MyoIIA,esBAF inh,ERp5 block,ERAP1 HTS inh,RAD52 anneal inh,E-sel inducer,RAD54 branch
Brc1ccccc1C1CC(c2ccccc2)=Nc2ccccc2N1 (configuration not stated),0.0,-21,·,-7,2,-5,-1.1,·
COc1ccccc1S(=O)(=O)N(C)C[C@H]1Oc2cc(C#CCC3CCCC3)ccc2S(=O)(=O)N([C@@H](C)CO)C[C@H]1C,-0.1,-1,-2,1,1,9,9.2,3
COc1ccc(NC(=O)Nc2ccccc2F)cc1,·,-6,32,-9,-2,-11,·,2
Cc1noc(C)c1S(=O)(=O)Nc1ccc2c(c1)CC(=O)N([C@H](C)CO)C[C@@H](C)[C@H](CN(C)C(=O)Nc1ccc(C(F)(F)F)cc1)O2,0.0,-21,4,-9,0,7,0.2,-2
Oc1ccc(CCNc2ncnc3ccc(Cl)cc23)cc1,0.2,-4,-37,7,0,-2,-1.7,9
Cc1cccc(NC(=S)NC(=O)c2oc3ccccc3c2C)n1,0.4,-5,49*,-4,1,-12,·,-2
CC(C)Cc1cc(CNC(=O)C2CCC(=O)N(Cc3cccc(C(F)(F)F)c3)C2)on1 (configuration not stated),0.0,-11,·,1,3,-5,-0.1,1
Cc1ccc(-n2c(CSc3nc(C)cc(C)n3)nnc2SCC(=O)Nc2nccs2)cc1,-0.3,-5,·,-1,-3,-7,0.5,19
CNC[C@@H]1OCCCC[C@@H](C)Oc2ccc(NS(=O)(=O)c3c(C)noc3C)cc2C(=O)N([C@H](C)CO)C[C@H]1C,-0.6,·,6,·,·,·,-0.3,-9
C[C@H](O)C#Cc1ccc([C@H]2[C@@H](CO)N3CCCCN(CC4CC4)C[C@H]23)cc1,0.0,45,3,-1,1,-10,-0.1,4
CCCNC(=O)COc1coc(CN2CCN(c3cccc(Cl)c3)CC2)cc1=O,0.4,1,-1,2,0,-7,·,0
Cc1noc(C)c1S(=O)(=O)N(C)C[C@@H]1OCCCC[C@@H](C)Oc2ccc(NC(=O)CCCN(C)C)cc2C(=O)N([C@@H](C)CO)C[C@H]1C,0.1,-38,-4,-4,0,-5,-0.2,5
Cc1ccc(C)c(N(C(=O)c2snc(C(N)=O)c2N)C(C(=O)NCC2CCCO2)c2cccs2)c1 (configuration not stated),0.0,5,12,0,-3,-5,·,-10
C=CCn1c(CCc2ccccc2)nnc1SCC(N)=O,0.1,3,-10,-1,0,-7,·,10
O=C(c1cc2ccccc2o1)N1CCCC1,-0.5,-2,·,3,-1,-7,·,·
CCCC(=O)Nc1ccc2c(c1)OC[C@H](C)N(C(=O)c1ccncc1)C[C@H](C)[C@@H](OC)CN(C)C2=O,0.5,6,·,2,0,1,0.0,·
O=C(NC1CC2CCCC(C1)N2C(=O)Nc1ccc(F)cc1)c1ccccc1 (configuration not stated),0.1,-2,8,-3,3,2,2.6,-8
CC1(C)CC(=O)C=C(C(=O)N2CCCC(C(=O)c3cccc(C(F)(F)F)c3)C2)O1 (configuration not stated),0.3,-16,·,10,0,-15,-1.4,2
C[C@H]1CN([C@@H](C)CO)C(=O)c2cccc(NC(=O)Nc3ccc4c(c3)OCO4)c2O[C@@H]1CN(C)C(=O)Nc1ccc(F)cc1,0.0,·,5,·,·,·,0.1,1
CCN1C(=O)N[C@@H](c2ccco2)C(C(=O)OC)=C1C,0.0,22,-2,-5,·,-9,0.1,-15
Cc1cccc(CN2CCN(C3CN(Cc4cn(Cc5ccc(C(F)(F)F)cc5)nn4)S(=O)(=O)C3)CC2)c1 (configuration not stated),0.1,-5,·,-2,-5,-5,0.0,·
COc1cccc(CN2CC(C(=O)N(C)Cc3[nH]c4ccccc4c3C)CCC2=O)c1 (configuration not stated),0.0,5,1,-1,3,6,·,-10
C[C@@H]1CN([C@@H](C)CO)C(=O)c2cc(NC(=O)NC3CCCCC3)ccc2O[C@@H](C)CCCCO[C@@H]1CN(C)C(=O)CCC(F)(F)F,0.0,7,5,1,0,14,0.1,-5
COc1c(C=O)c(CCN(C)C(=O)c2ccc(F)cc2)cc2c1OCO2,0.2,-5,1,5,-1,-1,0.2,11
COc1cc(C(=O)N2CCN(c3ccccc3Cl)CC2)ccc1OCC(=O)N1CCOCC1,0.0,0,-6,6,-1,-8,·,-14
SMILES,XiGFP reactiv,S100A4 MyoIIA,esBAF inh,ERp5 block,ERAP1 HTS inh,RAD52 anneal inh,E-sel inducer,RAD54 branch
CCCn1c(SCC(=O)Nc2cc(S(=O)(=O)N3CCCCC3)ccc2C)n[nH]c1=O,0.0,3,19,-6,1,-5,·,1
COc1ccc(-c2nc(SC(C)C(=O)c3c(N)n(C)c(=O)n(C)c3=O)n[nH]2)cc1 (configuration not stated),0.1,-9,2,-6,-4,-18,·,-10
CC(=O)c1cccc(NC(=O)CN2C(=O)COc3ccc(Cl)cc32)c1,·,-5,1,-7,-1,-13,·,-2
Cc1ccnc(NS(=O)(=O)c2ccc(NC(=O)c3ccc(Br)o3)cc2)n1,0.0,-3,·,8,3,-14,?,·
COc1cccc(-c2ccc([C@H]3[C@@H](CO)N4CCCCN(C(=O)c5ccc(F)cc5)C[C@@H]34)cc2)c1,-0.1,1,4,-4,0,26,0.1,-7
CO[C@@H]1CN(C)C(=O)c2ccc(NC(=O)C3CCC3)cc2OC[C@@H](C)N(Cc2ccccn2)C[C@@H]1C,0.1,10,5,-5,0,-13,-0.1,4
COc1ccc(S(=O)(=O)N(C)C[C@H]2OCCCC[C@H](C)Oc3ccc(NC(=O)c4ccccc4)cc3C(=O)N([C@H](C)CO)C[C@@H]2C)cc1,-1.0,-7,6,1,-3,-55,0.1,-6
Cc1ccc(-c2cn(-c3ccccc3)c(SCC(=O)NC3CCS(=O)(=O)C3)n2)cc1C (configuration not stated),-0.2,-4,·,3,2,-11,5.6,-2
O=C1CCC(CCc2nc3ccccc3[nH]2)(c2ccccc2)C(=O)N1 (configuration not stated),0.0,19,-9,0,1,-45,-0.4,-10
Fc1ccc(-n2c(Cc3cccs3)n[nH]c2=S)cc1Cl,·,-7,·,-1,·,-20,3.6,-6
O=C(CN1C(=O)CSc2ccccc21)N/N=C/c1ccco1,-0.2,-3,·,3,-1,-13,0.0,-7
Cc1ccc(S(=O)(=O)N(C)C[C@@H]2OCCCC[C@@H](C)Oc3ccc(NC(=O)Nc4ccc(C(F)(F)F)cc4)cc3C(=O)N([C@H](C)CO)C[C@H]2C)cc1,0.1,11,5,-2,1,-8,·,-2
CC(C)(C)c1ccc(-c2cc(N)n[nH]2)cc1,0.2,-1,-57,15,-2,-11,1.3,-2
CC(C)NC(=O)N(C)C[C@@H]1OCCCC[C@@H](C)Oc2ccc(NS(=O)(=O)c3ccc(Cl)cc3)cc2C(=O)N([C@H](C)CO)C[C@H]1C,-0.1,-25,0,2,-2,-32,-0.1,7
CSCCC(NC(=O)c1ccc(Cl)cc1Cl)C(=O)N1CCCCCCC1 (configuration not stated),-0.1,0,13,3,0,-2,-0.1,4
CCCOC(=O)C1=C(C)N(C)C(=O)NC1c1cc2c(cc1[N+](=O)[O-])OCO2 (configuration not stated),0.0,-13,-2,6,6,-20,·,1
CCC(=O)OCC(=O)N=c1sccn1Cc1ccccc1Cl,0.3,0,6,1,0,-15,0.2,-8
Cc1noc(C)c1NC(=O)Nc1ccc2c(c1)C(=O)N([C@@H](C)CO)C[C@H](C)[C@@H](CN(C)C(=O)Nc1ccc3c(c1)OCO3)O2,0.4,-5,2,2,-1,5,0.0,3
CCC(C(=O)NCCc1ccc(C)cc1)n1nc(C)c2c(C)n(-c3ccccc3)nc2c1=O (configuration not stated),-0.1,-6,0,·,3,-7,-0.2,-17
O=C(Nc1cc(C(F)(F)F)ccc1N1CCCC1)C1=COCCO1,0.0,0,3,5,-2,-4,-1.2,-4
Cc1cnc(CNC(=O)c2ccc3nc([C@@H]4O[C@H](CO)[C@H](O)[C@H](O)[C@H]4O)[nH]c3c2)cn1,-0.1,3,-13,2,8,-7,-0.1,7
Clc1cccc(-c2nc3ccc(Br)cn3c2Cc2ccsc2)c1,0.0,3,43*,5,1,-31,0.0,-4
C/C(=N\NC(=O)c1ccccc1)c1nc2ccccc2n1C,0.0,3,·,-13,-2,-10,-1.3,·
N#Cc1sc2nc(-c3ccccc3)cc(C(F)(F)F)c2c1N,0.3,-10,·,2,0,-128,·,·
Cn1c(=O)c(Cc2ccccc2)c(O)c2ccccc21,·,1,-7,-1,-3,-6,·,1

# 2 compounds from above with just esBAF inh and S100A4 MyoIIA.
Molecule,esBAF inh,S100A4 MyoIIA
CCC(=O)OCC(=O)N=c1sccn1Cc1ccccc1Cl,6,0
CSCCC(NC(=O)c1ccc(Cl)cc1Cl)C(=O)N1CCCCCCC1 (configuration not stated),13,0

# Additional structures follow:
SMILES,XiGFP reactiv,S100A4 MyoIIA,esBAF inh,ERp5 block,ERAP1 HTS inh,RAD52 anneal inh,E-sel inducer,RAD54 branch
C[C@@H]1CN([C@H](C)CO)C(=O)c2cc(NC(=O)Nc3ccc4c(c3)OCO4)ccc2O[C@@H](C)CCCCO[C@H]1CN(C)Cc1ccncc1,0.0,17,5,1,1,23,0.4,-2
COc1ccc(NC(=O)C2C3CCC(O3)C2C(=O)O)cc1OC (configuration not stated),0.0,5,3,3,-4,71*,·,-3
COc1ccccc1C(=O)Nc1ccc2c(c1)C(=O)N(C)[C@@H]1CC[C@H](CC(=O)NCc3ccc(Cl)c(Cl)c3)O[C@@H]1CO2,0.2,8,5,-6,-3,-15,-0.1,4
Nc1nonc1C(=O)NCCNCc1ccccc1OCc1ccc(F)cc1,·,3,-7,-1,-3,-1,·,-11
COc1ccc(-n2c(SCC(=O)N3CCOCC3)nc(O)c(Cc3ccccc3)c2=O)cc1,·,9,0,4,4,-9,·,-7
CC(=O)c1c(COC(=O)c2ccccc2Cl)nc2ccccc2[n+]1[O-],?,-1,-5,-1,3,-18,0.1,6
Cc1ccc(S(=O)(=O)Nc2ccc3c(c2)C(=O)N([C@H](C)CO)C[C@H](C)[C@H](CN(C)S(=O)(=O)c2ccc(F)cc2)OCCCC[C@@H](C)O3)cc1,-0.9,-8,4,1,-1,7,0.3,-3
N#Cc1cccc(-c2ccc3c(c2)[C@@H]2[C@@H](CCN2S(=O)(=O)c2ccccc2)[C@H](CO)N3)c1,0.0,4,10,3,0,-21,-0.7,-14
COc1ccc(CC(=O)OCC(=O)NC2CCCCC2)cc1,0.5,-7,-2,1,-1,-15,·,-3
